Compound activity: PubChem BioAssay, several laboratories
Siah-1 displacement: Siah-1 peptide-binding antagonists, primary screen, biochemical, fluorescence polarization, rhodamine-plectin, uHTS (AID 1817). E3 ubiquitin-protein ligase SIAH1 (Homo sapiens). Siah-1 / rhodamine-plectin peptide fluorescence polarization; higher % means a stronger effect. one-dose displacement, % at 20 µM; IC50 in µM for titrated hits. 290,000 tested, 0.02% active;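 active = displacement of at least 50% at 20 µM, with a fluorescence ratio check between 0.3 and a set limit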;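 note: plate controls were Siah plus tracer with DMSO for no effect and tracer alone without Siah for full effect; strong numbers were not always called active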
LYP phosphatase: inhibitors of LYP phosphatase, biochemical, fluorescence intensity, uHTS (AID 1779). inhibition, % at 11.5 µM; hits with a dose series show IC50 in µM. 290,000 tested, 0.054% active. recombinant LYP phosphatase, fluorescence intensity; higher % means a stronger effect; in the data active = inhibition above about 50%;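 note: plate controls were vehicle with enzyme for no effect and no enzyme for full effect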
AID2073: inhibitors of Mint1-CaV2.2 protein interaction, biochemical, HTRF (AID 2073). Voltage-dependent N-type calcium channel subunit alpha-1B (Homo sapiens). HTRF protein-protein interaction, Mint1-CaV2.2; higher % means a stronger effect. inhibition, % at 20 µM, or IC50 in µM where a hit was titrated. 290,000 tested, 0.19% active; in the data active = inhibition mostly above about 51%, no sharp cut-off; inconclusive = no clear call, values can overlap the other calls; inactive = mostly below about 53%; note: some results filed as inactive read as strong as hits
MgcRacGAP inhibition: MgcRacGAP GTPase-activating activity inhibitors, confirmation, biochemical, ADP Hunter fluorescence; 340,000 tested, 0.6% active; MgcRacGAP-stimulated Rac1 GTP hydrolysis, ADP Hunter fluorescence; higher % means a stronger effect; GST-tagged Rac1 F28L mutant substrate; Rac GTPase-activating protein 1 (Homo sapiens); inhibition, % at 30 µM; hits with a dose series show IC50 in µM;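 active = first-screen hits whose inhibition reached a set limit at any dose in the follow-up dose series; inconclusive = inhibition above the set first-screen limit but never retested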;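 note: fluorescence reports GDP produced by GAP-driven GTP hydrolysis; strong numbers were not always called active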
RSV antiviral HEp-2: RSV antiviral activity via CPE protection, HEp-2 cells, primary 10 µM value included (AID 2391) | HEp-2 cells, RSV-induced CPE inhibition; higher % means a stronger effect | CPE inhibition, % at 10 µM, or IC50 in µM where a hit was titrated | 310,000 tested, 0.13% active; in the data active = a potency from the dose series; inconclusive = CPE inhibition mostly from about 23% at the one dose, without a potency; inactive = the rest, 99 in 100 with CPE inhibition below about 21%; note: strong numbers were not always called active
XIAP antagonists: XIAP antagonists, biochemical, IAP family, fluorescence polarization (AID 1018). one-dose displacement, % at 20 µM; IC50 in µM for titrated hits. XIAP BIR domain, fluorescence polarization peptide displacement; higher % means a stronger effect. 200,000 tested, 0.007% active; in the data active = displacement above about 50%; note: a part of the inactive calls stands beside numbers as strong as those of hits
HIV fusion peptide: inhibitors of HIV fusion peptide binding, primary screen, biochemical, uHTS, fluorescence dequenching (AID 1986) | cell-free peptide binding, fluorescence dequenching, 30 min; higher % means a stronger effect | inhibition, % at 20 µM, or IC50 in µM where a hit was titrated | 290,000 tested, 0.3% active; in the data active = inhibition mostly above about 52%, no sharp cut-off; inactive = mostly below about 76%; note: some results filed as inactive read as strong as hits
Large T inhibition: SV40 large T antigen inhibitors, biochemical (AID 1903); 310,000 tested, 0.39% active; one-dose inhibition, % at 20 µM; IC50 in µM for titrated hits; SV40 large T antigen ATPase/helicase inhibition assay; higher % means a stronger effect; in the data active = a potency from the dose series; inconclusive = inhibition mostly from about 32% at the one dose, without a potency; inactive = the rest, 99 in 100 with inhibition below about 32%; note: strong numbers were not always called active
Dengue-2 NS5 capping: Dengue-2 NS5 methyltransferase inhibitors, primary screen, biochemical, confirmation dose response (AID 588689); 340,000 tested, 0.3% active; one-dose inhibition, % at 25 µM; IC50 in µM for titrated hits; Genome polyprotein (Dengue virus type 2 (strain 16681-PDK53)); Dengue-2 NS5 methyltransferase capping enzyme assay, biochemical; higher % means a stronger effect; in the data active = a potency from the dose series; inconclusive = inhibition above about 29% without an active follow-up result
Dengue-2 NS5 capping pilot replicate: recorded beside Dengue-2 NS5 capping, whose call it bears; inhibition, %; measured here: pilot screen replicate inhibition
Starred values were filed as active, the others as inactive; ? = inconclusive; . = no result given.

SMILES	Siah-1 displacement	LYP phosphatase	AID2073	MgcRacGAP inhibition	RSV antiviral HEp-2	XIAP antagonists	HIV fusion peptide	Large T inhibition	Dengue-2 NS5 capping	others
COc1cc(/C=C/C(=O)c2ccc(Cl)s2)cc(OC)c1O	-2%	-7%	-17%	29%	5.6%	-2.0%	-1.2%	37%	1%	Dengue-2 NS5 capping pilot replicate=-2.3
O=C(c1cnc2n(c1=O)CCS2)N1CCN(c2ccc(Cl)c(Cl)c2)CC1	4%	-2%	-3%	-10%	4.1%	-3.3%	-0.4%	16%	1%
COc1ccc(OC)c(Nc2nc(-c3cccc([N+](=O)[O-])c3)nc3ccccc23)c1	-2%	-6%	-9%	9%	-1.6%	-3.3%	-4.9%	13%	1%	Dengue-2 NS5 capping pilot replicate=-5.5
CC(=O)C1=C(O)C(=O)N(c2ccc(F)cc2)C1c1ccc(C)cc1 (stereo not drawn)	15%	-9%	49%	9%	2.3%	.	2.2%	10%	0%	Dengue-2 NS5 capping pilot replicate=-7.6
Cn1c2ccccc2c(=O)c2c(=O)n(C3CCCCC3)c(-c3ccco3)nc21	-3%	6%	-4%	10%	?	-3.4%	-3.1%	13%	-5%
COc1cc(CNn2c(C)n[nH]c2=S)cc(Cl)c1OCc1ccc(F)cc1	-2%	-2%	-45%	4%	9.3%	-6.7%	-0.9%	22%	9%
COC(=O)CC1COc2ccccc2N1C(=O)c1ccc(OC)cc1 (stereo not drawn)	4%	6%	0%	-4%	1.6%	-2.6%	1.6%	12%	8%
CC1=CC2=NC(=O)/C(=C/c3cccn3Cc3ccccc3)C(=N)N2O1	3%	-3%	6%	11%	.	.	-0.6%	11%	-10%
CCOC(=O)CSc1nc2c(c(=O)[nH]c(=O)n2C)n1C/C=C(/C)Cl	1%	3%	-13%	10%	2.3%	0.7%	0.8%	-2%	3%
CCCCNC(=O)CN1C(=O)NC(CCc2ccccc2)C1=O (stereo not drawn)	2%	-4%	8%	1%	0.5%	-10%	-1.1%	-2%	-5%
CCOC(=O)N1CCN(C(=O)C2CCC(CNS(=O)(=O)c3ccc(Cl)cc3)CC2)CC1 (stereo not drawn)	1%	-1%	5%	6%	0.2%	-4.0%	0.2%	3%	-1%
CN(CC(=O)Nc1ccc(Cl)cc1)C(=O)c1cccc(S(=O)(=O)N(C)C)c1	1%	0%	1%	14%	0.3%	-11%	-0.9%	4%	-2%
COc1ccc(N2C(=O)[C@@H]3[C@H](C2=O)[C@H]2C=CC=NN2[C@@H]3C(=O)Nc2ccc(Cl)cc2)cc1	6%	8%	47%	.	2.2%	.	16%	16%	.
CC(C)c1c(C(=O)N/N=C/c2ccsc2)nnn1-c1nonc1N	-3%	-6%	0%	8%	2.0%	.	-0.2%	4%	-1%
Cn1ncc(Br)c1NC(=O)Nc1ccc(Cl)cc1	1%	0%	11%	13%	2.9%	.	2.0%	12%	-4%
CSc1nc(N(C)NC(=O)c2cccc(C)c2)c2ccccc2n1	4%	5%	31%	17%	2.6%	-0.6%	-0.7%	0%	1%
Cc1ccc(S(=O)(=O)N2CCCC2CNC(=O)C(=O)NC2CCCC2)cc1 (stereo not drawn)	.	.	.	-2%	1.2%	.	.	5%	-7%
COc1ccc(NC(=O)C(C)SCc2ccccc2)cc1 (stereo not drawn)	-6%	-11%	-9%	5%	20%	-12%	-1.3%	25%	1%
COc1ccc(Oc2ccc(-c3ccn[nH]3)cc2)cc1	-2%	-6%	-13%	9%	0.9%	.	0.1%	18%	-2%
CC(C)c1ccc(NC(=O)C2C3C=CC4(CN(CCCN5CCOCC5)C(=O)C24)O3)cc1 (stereo not drawn)	5%	-13%	0%	6%	7.4%	-4.1%	1.1%	10%	2%
O=C(NCCN1CCOCC1)C1CC(=O)N(c2ccc(Cl)cc2)C1 (stereo not drawn)	-3%	-14%	-1%	3%	-0.1%	.	0.2%	1%	-17%
C(=C\c1ccccc1)/CN1CCN(Cc2ccc3c(c2)OCO3)CC1	14%	-7%	6%	28%	-0.2%	.	2.6%	13%	-11%
Cc1ccccc1-c1nc(CN2CCC(C(=O)NCC3CCCO3)CC2)c(C)o1 (stereo not drawn)	-2%	-8%	-5%	8%	0.2%	-4.0%	-4.0%	22%	4%	Dengue-2 NS5 capping pilot replicate=-1.5
Cc1c(OCC(=O)NCc2cccnc2)ccc2c3c(c(=O)oc12)CCC3	-1%	-10%	13%	-4%	0.6%	.	-0.4%	3%	-8%
C=C(C)CNC(=S)N/N=C(\C)c1ccc(OC)cc1	-2%	1%	-9%	8%	13%	-9.1%	-0.5%	1%	-7%

The final 4 records of the part before open the next one.
SMILES	Siah-1 displacement	LYP phosphatase	AID2073	MgcRacGAP inhibition	RSV antiviral HEp-2	XIAP antagonists	HIV fusion peptide	Large T inhibition	Dengue-2 NS5 capping	others
C(=C\c1ccccc1)/CN1CCN(Cc2ccc3c(c2)OCO3)CC1	14%	-7%	6%	28%	-0.2%	.	2.6%	13%	-11%
Cc1ccccc1-c1nc(CN2CCC(C(=O)NCC3CCCO3)CC2)c(C)o1 (stereo not drawn)	-2%	-8%	-5%	8%	0.2%	-4.0%	-4.0%	22%	4%	Dengue-2 NS5 capping pilot replicate=-1.5
Cc1c(OCC(=O)NCc2cccnc2)ccc2c3c(c(=O)oc12)CCC3	-1%	-10%	13%	-4%	0.6%	.	-0.4%	3%	-8%
C=C(C)CNC(=S)N/N=C(\C)c1ccc(OC)cc1	-2%	1%	-9%	8%	13%	-9.1%	-0.5%	1%	-7%
CCc1cc2c(C)ccc(C)c2nc1SCC(=O)Nc1cc(C)on1	0%	2%	14%	-2%	1.0%	.	1.6%	7%	-13%
CC(C)n1c(-c2ccncc2)n[nH]c1=S	5%	-4%	-1%	1%	1.7%	-1.9%	-0.2%	23%	-10%
O=C(Nc1nc2ccc([N+](=O)[O-])cc2s1)c1ccco1	0%	2%	16%	.	1.2%	-6.2%	-0.9%	4%	.
Cc1cc(NC(=O)Cn2c(=O)oc3ccc(Cl)cc32)no1	1%	-9%	12%	-21%	1.5%	.	0.6%	11%	-1%
CN(Cc1ccccc1Cl)C(=O)c1cc2ccccc2o1	4%	0%	-6%	-2%	4.5%	.	-0.2%	12%	9%
CC(NC(=S)NC(=O)c1ccccc1Br)c1ccccc1 (stereo not drawn)	6%	-5%	-13%	18%	6.5%	.	4.2%	10%	-1%
Cn1nnc(NC(=O)CSc2ccc(Cl)cc2)n1	-5%	-9%	17%	0%	1.6%	-5.4%	4.3%	5%	-12%
COC(=O)c1ccc(/C=N/NC(=O)c2cccc(F)c2)cc1	14%	2%	2%	-4%	1.6%	-7.4%	-1.0%	8%	-5%
Fc1ccc(NC(=S)Nc2nccs2)cc1	-1%	1%	10%	6%	21%	-14%	0.6%	19%	-7%
CCOC(=O)N1CCN(c2nc3ccccn3c(=O)c2C=O)CC1	2%	2%	11%	8%	1.4%	.	2.6%	23%	6%
Cc1ccc2c(Cl)cc(Cl)c(OCC(=O)N3CCCC3)c2n1	-6%	-7%	7%	-4%	2.0%	-2.6%	-2.3%	12%	-5%
O=S(=O)(NCc1ccccc1)c1cccc2nsnc12	-6%	-4%	-2%	3%	3.4%	.	-2.2%	10%	-7%
Cc1c(C(=O)NCCSCc2c(F)cccc2Cl)cnn1-c1ccc(F)cc1	-11%	-5%	-11%	-1%	10%	.	-0.8%	10%	-7%
Cc1cc(C)c(C)c(S(=O)(=O)NCC(=O)Nc2sc3c(c2C(N)=O)CCCC3)c1C	-4%	-1%	-9%	-9%	1.4%	-2.0%	3.1%	3%	-1%
COc1cc(NC(=O)CSc2nc3ccccc3cc2Cc2ccccc2)cc(OC)c1	3%	-2%	22%	4%	4.5%	-5.8%	2.3%	2%	1%
COc1ccc(C2NCCC3(O)CCCCC23)c(OC)c1OC (stereo not drawn)	1%	-6%	-7%	-4%	-2.2%	1.2%	0.7%	19%	5%
CC(=O)c1cccc(NC(=O)C2CC(=O)N(c3cccc(C)c3C)C2)c1 (stereo not drawn)	2%	-4%	-2%	0%	1.6%	2.9%	-1.1%	12%	0%
COc1ccc(NC(=O)C2(c3cccs3)CCOCC2)cc1	1%	-6%	-3%	6%	1.3%	-3.3%	-0.1%	13%	2%
O=C(CSCCc1ccccn1)Nc1cccnc1	-3%	-3%	8%	10%	-1.6%	-1.8%	-2.0%	1%	-2%
c1ccc2c(c1)CCN(Cc1nnnn1Cc1ccc3c(c1)OCO3)C2	8%	-5%	0%	9%	0.4%	-1.9%	2.8%	12%	2%
Cc1ccc(Cn2ccc(NC(=O)c3nn(C)cc3Cl)n2)cc1	-7%	-4%	-4%	-2%	2.8%	-6.5%	-2.1%	2%	.
COC(=O)C1CN(C(=O)COc2cc(C)cc(C)c2)c2ccccc2O1 (stereo not drawn)	2%	-4%	16%	-2%	-3.9%	.	-0.2%	6%	-1%
CC(C)COc1ccc(-c2nnc(-c3ccncc3)o2)cc1	0%	-9%	10%	5%	3.4%	-0.1%	-1.3%	8%	-5%	Dengue-2 NS5 capping pilot replicate=-3.8
Cn1c(=O)n(Cc2ccccc2)c(=O)c2c1nc1n2CCCN1CCc1ccccc1	0%	6%	4%	13%	2.4%	1.3%	3.5%	7%	-3%
CCn1c(SCC(=O)N2CCCCC2)nc(O)cc1=O	3%	-10%	-1%	8%	1.9%	-0.4%	-0.4%	0%	-1%
Next section
SMILES	Siah-1 displacement	LYP phosphatase	AID2073	MgcRacGAP inhibition	RSV antiviral HEp-2	XIAP antagonists	HIV fusion peptide	Large T inhibition	Dengue-2 NS5 capping	others
O=C(NNC(=O)c1ccccc1-n1cccc1)c1ccccc1	2%	-3%	4%	8%	1.5%	-2.8%	-0.6%	9%	-3%
O=C(COc1ccc(S(=O)(=O)NC2CCCCC2)cc1)NC1CCCC1	-5%	-4%	0%	6%	0.4%	-4.9%	-0.3%	-28%	-17%
Cc1cccnc1NC(=O)CN1C(=O)COc2ccc(Cl)cc21	0%	-13%	-1%	-1%	-0.1%	.	-0.7%	6%	.
CCc1ccc(C(CNc2nc(C(F)(F)F)nc3ccccc23)N(C)C)cc1 (stereo not drawn)	0%	-9%	18%	6%	17%	.	0.3%	2%	-7%
COC(=O)C(NC(=O)CCc1c(C)nc2ncnn2c1C)C(C)C (stereo not drawn)	0%	-3%	9%	5%	1.2%	-5.4%	33%	12%	-4%
COc1ccccc1N1CCN(C(c2ccccc2Cl)c2nnnn2C(C)(C)C)CC1 (stereo not drawn)	-1%	3%	1%	9%	19%	-2.7%	-2.3%	1%	-8%
O=C(CCSc1ccccc1)Nc1ncccn1	-3%	0%	5%	4%	2.4%	-2.4%	-0.2%	49%	-1%
CCOC(=O)N1CCN(C(=O)COc2ccc([N+](=O)[O-])cc2)CC1	5%	-3%	-6%	-3%	0.3%	0.0%	-0.2%	1%	2%
O=C(NCCc1ccccc1)c1cccc(N2CCCC2=O)c1	2%	-5%	6%	4%	2.7%	.	-0.2%	2%	-3%
